Compound activity as filed in PubChem BioAssay.
MEKK2mut PB1 HTS = signal of MEK5 binding to mutant human MEKK2 PB1 domain | percent response, % at 10 µM | 290,000 tested, 0.35% active | AID 1530 | bead flow cytometry, Alexa488-MEK5 binding to MEKK2 mutant; in the data active = percent response above about 24%, passing the limit was not always enough; note: inactives centre near 1; some results filed as inactive read as strong as hits; reference of the scale not given here
MEKK2 WT-MEK5 = raises or lowers MEK5 binding to wildtype human MEKK2 PB1 domain | Q9Y2U5 | bead flow cytometry, Alexa488-MEK5 binding to MEKK2 WT; actives lie on both sides | binding response (% of control), % at 10 µM | 290,000 tested, 1.1% active | AID 1531; in the data active = binding response below about 67% or above about 130%
GPR7 antagonist = antagonists of human GPR7 (neuropeptides B/W receptor 1); GPR7-expressing cells, fluorescence antagonist assay; inhibition, % at 4.4 µM; P48145; 290,000 tested, 1.1% active; in the data active = inhibition above about 16%, passing the limit was not always enough;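 note: cells stimulated with the agonist NPW; 0% = agonist with vehicle and 100% = vehicle without agonist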
PfM18AAP inh = blocks P. falciparum M18 aspartyl aminopeptidase; recombinant PfM18AAP, H-Glu-NHMec fluorogenic cleavage; 290,000 tested, 1.2% active; inhibition, % at 7.35 µM;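 active = inhibition above the campaign mean inhibition over all tested compounds plus 3 SD, cut at about 28% in these data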;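 note: 0% = plate median of test compound wells and 100% = 2 mM ZnCl2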
NALP1 yeast inh = NALP1 inhibition | S. cerevisiae NALP1/ASC/caspase-1 growth, X-gal OD620, 72 h | inhibition, % at 10 µM | 280,000 tested, 0.61% active | AID 2071; in the data active = inhibition mostly above about 24%, no sharp cut-off; inactive = mostly below about 32%; note: some compounds called inactive have numbers as strong as hits
MEKK3 PB1 HTS = modulators (inhibitors or enhancers) of MEK5 binding to human MEKK3 PB1 domain; Q99759; bead-based flow cytometry, Alexa488-MEK5 binding to MEKK3; actives lie on both sides; 0 = blocked by unlabeled MEK5, 100 = vehicle; binding response (% of control), % at 10 µM; 290,000 tested, 1.4% active;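 active = binding response more than 3 SD above or below the average of its plate-row segment, actives on both sides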;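 note: Alexa488 bead fluorescence after subtracting the streptavidin-only scavenger bead signal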
Target sequence (Q99759 whole entry, looked up, the tested form may be a part): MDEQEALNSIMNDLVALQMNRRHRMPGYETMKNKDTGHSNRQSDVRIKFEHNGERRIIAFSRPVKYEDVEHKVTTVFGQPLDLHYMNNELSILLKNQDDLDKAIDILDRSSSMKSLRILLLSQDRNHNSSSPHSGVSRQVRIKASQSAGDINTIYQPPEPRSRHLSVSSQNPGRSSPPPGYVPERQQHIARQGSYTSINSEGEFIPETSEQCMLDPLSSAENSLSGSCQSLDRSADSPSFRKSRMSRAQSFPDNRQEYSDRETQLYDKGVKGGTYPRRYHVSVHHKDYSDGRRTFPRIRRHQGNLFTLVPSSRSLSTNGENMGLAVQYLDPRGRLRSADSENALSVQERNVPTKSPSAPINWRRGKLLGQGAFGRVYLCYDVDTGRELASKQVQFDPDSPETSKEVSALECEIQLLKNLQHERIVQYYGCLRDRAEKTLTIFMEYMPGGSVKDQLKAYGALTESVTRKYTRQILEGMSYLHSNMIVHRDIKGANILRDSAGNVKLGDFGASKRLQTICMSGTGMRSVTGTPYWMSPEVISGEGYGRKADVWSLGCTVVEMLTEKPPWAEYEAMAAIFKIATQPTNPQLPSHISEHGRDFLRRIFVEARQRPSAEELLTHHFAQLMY
FID counter = counter-screen for HCV NS3 helicase inhibitors: DNA intercalator displacement. 290,000 tested, 0.17% active. inhibition, % at 7.9 µM. AID 1845. DNA fluorescent intercalator displacement, fluorescence; in the data active = inhibition above about 37%;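 note: 0% = vehicle and 100% = reference compound; higher means more ethidium bromide displaced from hairpin DNA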
OXTR agonist = human OXTR agonism; AID 2435; 320,000 tested, 0.32% active; activation, % at 3 µM; CHO-OTR cells, Fluo-8 calcium fluorescence; normalized: DMSO 0%, oxytocin 100%;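 active = activation above the mean of all tested compounds plus 3 SD, cutoff set per screening run, cut at about 20% in these data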;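 note: peak over basal fluorescence ratio from a 100 s FLIPR kinetic read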
Target sequence (P30559 whole entry, looked up): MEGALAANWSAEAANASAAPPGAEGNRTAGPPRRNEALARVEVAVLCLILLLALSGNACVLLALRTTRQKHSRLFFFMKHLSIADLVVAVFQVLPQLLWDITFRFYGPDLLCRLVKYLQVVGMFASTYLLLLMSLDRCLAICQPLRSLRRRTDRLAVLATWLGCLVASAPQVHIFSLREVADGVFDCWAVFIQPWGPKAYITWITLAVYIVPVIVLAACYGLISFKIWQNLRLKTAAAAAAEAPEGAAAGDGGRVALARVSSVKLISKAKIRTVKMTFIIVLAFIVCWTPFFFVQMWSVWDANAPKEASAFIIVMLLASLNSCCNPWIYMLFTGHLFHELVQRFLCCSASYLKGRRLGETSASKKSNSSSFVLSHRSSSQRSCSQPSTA
PHOSPHO1 block = blocks human PHOSPHO1 phosphatase activity | recombinant PHOSPHO1, absorbance phosphatase assay | inhibition, % at 13.3 µM | 290,000 tested, 1.1% active | AID 1565; in the data active = inhibition above about 60%
* hit, by the source's call; x = no result given; & = joins results of further samples; [ ] = remark or other dose.

SMILES	MEKK2mut PB1 HTS	MEKK2 WT-MEK5	GPR7 antagonist	PfM18AAP inh	NALP1 yeast inh	MEKK3 PB1 HTS	FID counter	OXTR agonist	PHOSPHO1 block
Cc1cc2c(sc3ccccc32)c(C)n1	0	102	-7	-9	28	104	-2	-1.5	28
COc1ccc2occ(C(C)=O)c2c1	-1	101	0	-5	10	98	1	-0.2	12
CCOC(=O)N1CCN(C(=O)c2ccc3c(=O)n(CC4CCCO4)c(=S)[nH]c3c2)CC1 (stereo not given)	-1	100	-3	-3	3	97	-2	-0.9	18
O=C1C2C3c4ccccc4C(c4ccccc43)C2C(=O)N1c1nc(-c2ccccc2)cs1 (stereo not given)	3	98	-2	-3	-3	101	1	0.3	42
CCc1ccccc1NC(=O)COc1ccc(C(=S)N2CCCC2)cc1	-7	93	23*	9	24	91	-32	0.6	37
O=C(C[n+]1ccc(C(=O)c2ccccc2)cc1)Nc1ccc(C(F)(F)F)cc1	1	113	-7	-6	-3	124	14	-0.6	-8
c1ccc(CCCN2CCN(c3ccccn3)CC2)cc1	1	102	-7	2	11	104	-2	x	25
CC(=O)Nc1ccc(S(=O)(=O)NCc2ccc(C(=O)NCCN3CCCCCC3)cc2)cc1	-3&8	100&130	2	-10	13	105&106	20	0.0	-5
CC(C)(C)OC(=O)C(C)(C)O/N=C(\C(=O)O)c1csc(N)n1	-2	94	10	0	0	80	12	0.0	32
CCOC(=O)CCNC(=O)N1CCCC(C(=O)c2cccc(OC(C)C)c2)C1 (stereo not given)	7	104	-15	6	3	103	-36	-0.9	39
Cc1cccc(N2C(=O)CC(N3CCN(c4ccccc4)CC3)C2=O)c1 (stereo not given)	0	99	2	-46	11	101	-8	1.1	10
COc1cc(CN2CCNC(=O)C2CC(=O)NC2CCCCC2)cc(OC)c1 (stereo not given)	1	102	8	9	18	100	-25	0.4	48
CCNC(=O)OCC12CC3CC(CC(C3)C1)C2	12	108	-9	0	34	102	1	-1.2	7
C/C(=N\NC(=O)Cn1nc(C)c([N+](=O)[O-])c1C)c1ccc(O)cc1	1	101	-4	4	15	102	-6	0.0	-2
O=C(CN1C(=O)COc2ccc(S(=O)(=O)N3CCCCCC3)cc21)NCc1ccc(F)cc1	-1	104	-1	1	5	99	-37	-2.2	-9
CCc1cc2c(Sc3nc4ccccc4s3)ncnc2s1	19	114	8	2	12	106	-3	-0.4	15
CCCCOc1ccc(CSC2=NCCN2)cc1[N+](=O)[O-]	-1	108	13	2	47*	98	14	1.7	17
CCc1ccc(CN2CCN(C(=O)c3ccco3)CC2)cc1	1	95	-2	6	-1	100	-13	1.6	42
O=C(c1ccccc1Br)N1CCN(c2ccccn2)CC1	2	97	-16	2	12	103	-18	-0.1	-5
CC(=O)ONC(=Nc1ccccc1)c1nonc1N	-46	52	12	36*	21	47*[inhibitor]	-2	0.6	28
CCN(Cc1cnn(C)c1)Cc1nc(C2(c3ccc(C)cc3)CCCC2)no1	5	110	-12	11	5	109	-39	-0.5	32
COc1ccc(/C=N/NC(=S)Nc2cc(S(=O)(=O)N3CCOCC3)ccc2N2CCOCC2)cc1O	-4	89	-6	9	8	85	-17	-0.2	2
Cc1noc(C)c1COc1cccc(C(=O)OCC(=O)N2CC(=O)Nc3ccccc32)c1	-1	100	11	0	-7	100	-27	1.1	45
CCOC(=O)C1CCN(C(=O)C2CC(=O)N(c3ccc(C)cc3)C2)CC1 (stereo not given)	-2	94	-19	-1	18	98	-21	-1.9	10
Cn1nc(C(C)(C)C)c([N+](=O)[O-])c1C(=O)NC(C)(C)C	-1	100	-8	-10	15	101	0	0.3	0
O=C(NCc1cccs1)c1nc2c(nnn2Cc2ccc(F)cc2)c(=O)[nH]1	1	101	-6	7	-19	97	-33	-1.9	-20
Cc1c(C(N)=O)sc2nc(-c3ccccc3)cn12	x	x	-13	-5	13	x	-2	-1.7	21
O=S(=O)(Nc1ccncc1)c1cc(Cl)c(Cl)cc1Cl	10	111	-17	5	18	108	-3	0.5	9
CCN1CCN(c2ccc(NC(=O)c3cccc(N4CCCC4=O)c3)cc2)CC1	-1	98	-15	-2	-2	97	3	0.4	45
COc1ccc(S(=O)(=O)N2CCCCCC2)cc1C(=O)N(C)Cc1ccc(C(C)(C)C)cc1	-6	92	0	-3	10	97	-53	x	22
CC1=C(C#N)C(c2ccccc2O)C(C#N)=C(C)N1	-13	90	0	-7	6	100	-5	0.5	32
CCCCCSc1nnc(-c2ccccc2N)c(=O)[nH]1	-4	94	-1	-3	29	90	-8	0.7	-3
O=C(Nc1ccc(N2CCOCC2)cc1)c1cc2c(s1)CCCCC2	-4	98	-7	5	-5	96	-16	-2.6	20
COc1ccc(-c2nnc(SCCOc3cccc(C)c3)n2N)cc1	3	102	13	-5	4	101	-14	-0.6	32
CC(C)C(=O)Nc1cc(S(=O)(=O)Nc2ccc(Cl)cc2)ccc1Cl	20	121	-12	0	38	106	-11	-2.5	-2
Cc1ccc(NC(=O)c2cc(S(=O)(=O)NCCC3=CCCCC3)ccc2F)cc1	0	109	-25	3	14	128*	-18	-0.8	4
CC(NC(=O)c1cc(-c2ccccn2)nc2ccc(Cl)cc12)C1CCCO1 (stereo not given)	-4	98	-11	-11	10	101	-36	-0.3	23
Cc1cc(C(F)F)n2nc(C(=O)Nc3ccc(S(=O)(=O)NC45CC6CC(CC(C6)C4)C5)cc3)nc2n1	8	103	-1	-5	10	103	-24	4.6	12
COC(=O)N/N=C/c1cc(Br)ccc1O	7	100	-6	3	-5	99	-2	-0.1	18
Cc1cccc(-c2nnc(SCC(=O)Nc3nc4c(s3)CCCC4)n2C)c1	2	91	-17	-7	-8	103	-38	-2.2	-32
COc1ccc(CN(C)C(=O)c2ccncc2)c(OC)c1	-4	95	2	-14	10	100	-6	-0.5	-2
CCCCNC(=O)CSc1nc2ccccc2c(=O)n1Cc1ccc2c(c1)OCO2	3	96	3	-7	-2	101	1	0.8	12
Cc1c2n(c3ccccc13)CC/C2=N\O	-5	96	-12	-5	-4	91	1	-1.6	21
C=C1CCN(C(C)C(=O)OC)S(=O)(=O)c2ccccc21 (stereo not given)	2	104	x	x	-6	74	x	-0.8	-23
CCN(CC)C(=O)CN1CCN(c2ncccn2)CC1	x	x	-8	0	10	x	9	0.9	14
NC(=O)C1CCN(c2oc(-c3ccccc3)nc2S(=O)(=O)c2ccc(Br)cc2)CC1	5	102	-12	-15	12	103	-34	-0.4	37
CC1(C)CN=c2s/c(=C\c3ccc(Cl)cc3)c(=O)n2C1	0	104	4	2	14	102	7	6.8	27
Cc1nc(N2CCN(C(=O)COc3ccccc3)CC2)c2c(C)c(C)sc2n1	-4	104	-3	0	3	101	-37	-2.3	17
CCCOC(=O)c1cc(-c2ccc(C=O)o2)ccc1Cl	9	107	3	7	17	99	3	-2.1	6
O=C(NC(CSCc1ccccc1)C(=O)N/N=C/c1ccc(O)cc1O)c1ccc([N+](=O)[O-])cc1 (stereo not given)	-7	100	-9	4	7	84	-4	0.0	12
O=C(C[n+]1cc(-c2ccc(F)cc2)n2c1CCC2)N1c2ccccc2Sc2ccccc21	0	114	-1	-4	32	98	14	0.0	-1
CCN(CC)S(=O)(=O)c1cccc(-c2nnc(SC(C)C(N)=O)n2CCc2ccccc2)c1 (stereo not given)	3	102	-2	0	-6	102	-33	0.1	23
CCc1c(C)nc2ncnn2c1Nc1ccc(C(C)=O)cc1	7	103	-11	2	-2	104	1	0.3	10
CCC(=O)C1CCCN(C(=O)c2ccc(OC3CCN(C(=O)c4cccnc4)CC3)cc2)C1 (stereo not given)	5	106	-6	7	22	105	-28	1.7	39
COc1ccc(N2CCN(C(=O)CCNS(=O)(=O)c3ccc4c(c3)CCC(=O)N4)CC2)cc1	1	104	-2	1	-1	99	-12	0.0	17
O=C(COC(=O)COc1ccc(Cl)cc1Br)NCc1cccs1	-1	93	3	-11	-10	97	-10	-1.1	-36
CCOc1ccc(-c2nnn(CC(=O)c3ccc4c(c3)OCCO4)n2)cc1	x	x	-12	1	17	x	-4	5.5	-2
O=C(NCC1CCCO1)c1nnc(Cc2ccc(F)cc2)o1 (stereo not given)	-4	95	-5	2	23	100	-3	0.2	4
O=C(Nc1c2c(nn1-c1ccc(F)cc1)CS(=O)C2)c1ccc(Br)o1 (stereo not given)	-1	89	-8	0	28	86	0	0.5	33
COc1ccc(NC(=S)NC23CN4CN(CN(C4)C2)C3)cc1	-3	93	-5	-4	27	95	-2	-0.9	-8

Three compounds from above, ordered by formula weight, rising:
SMILES	MEKK2mut PB1 HTS	MEKK2 WT-MEK5	GPR7 antagonist	PfM18AAP inh	NALP1 yeast inh	MEKK3 PB1 HTS	FID counter	OXTR agonist	PHOSPHO1 block
C=C1CCN(C(C)C(=O)OC)S(=O)(=O)c2ccccc21 (stereo not given)	2	104	x	x	-6	74	x	-0.8	-23
CCCCNC(=O)CSc1nc2ccccc2c(=O)n1Cc1ccc2c(c1)OCO2	3	96	3	-7	-2	101	1	0.8	12
O=C(C[n+]1cc(-c2ccc(F)cc2)n2c1CCC2)N1c2ccccc2Sc2ccccc21	0	114	-1	-4	32	98	14	0.0	-1

Additional structures follow.
SMILES	MEKK2mut PB1 HTS	MEKK2 WT-MEK5	GPR7 antagonist	PfM18AAP inh	NALP1 yeast inh	MEKK3 PB1 HTS	FID counter	OXTR agonist	PHOSPHO1 block
Cc1ccc(-c2cccc(C3CC=CC4C3C(=O)N(Cc3ccccc3)C4c3cc(C)ccc3F)c2)cc1 (stereo not given)	-2	103	x	x	-3	101	x	-0.1	-4
COCCNC(=O)CSc1nc2nc(C)cc(C)n2n1	2	97	-3	3	15	98	0	0.6	-5
CC(=O)c1cc(-c2ccccc2)[nH]c1N1CCCC1	4	110	-14	-12	15	103	-2	0.3	4
O=C(COc1ccc(S(=O)(=O)N2CCCC2)cc1)N1CCCCC1	-1	104	-13	-4	14	105	-8	1.2	-10
CCCC(=O)NC(=S)Nc1ccc(Cl)cn1	-4	98	12	-1	12	99	-2	-1.3	-17
O=c1c2ccccc2c(C=NCCCN2CCOCC2)c(O)n1Cc1ccccc1	4	111	-5	-2	24	104	2	2.0	26
O=C(c1cccc(F)c1)N1CCN(CC2CC3C=CC2C3)CC1 (stereo not given)	4	101	-2	2	15	100	10	-0.5	-8
COc1ccccc1C(=O)N=Nc1c(O)[nH]c2ccc([N+](=O)[O-])cc12	-3	95	11	6	-1	94	10	x	4
Cc1ccc(NC(=O)N2CCCCCC2)cc1	6	113	-14	-1	14	104	-3	-0.7	13
Cc1ccc(C(=O)N2CCN(c3ccc(Cl)cc3)CC2)cc1	3	106	3	-1	0	100	-31	-1.7	16
O=S(=O)(C=C(c1ccccc1)c1ccccc1)c1ccccc1	11	112	-8	1	27	113	-22	0.6	23
Cc1cc(CN2CCCC(N3CCc4ccccc4C3)C2)cc(C)c1O (stereo not given)	11	117	-10	6	6	105	-1	0.5	25
COc1ccc(NC(=O)CN2C(=O)NC(C)(c3ccccc3)C2=O)cc1Cl (stereo not given)	15	112	12	-3	1	106	-4	0.9	31
CN1CCC(=NNC(=O)C(=O)NCc2ccccc2)CC1	-1	97	-1	1	38	96	0	-2.4	4
Cc1ccc(Cl)cc1NC(=O)N[C@@H](C)C(=O)O	-9	94	-12	-3	-45	84	6	0.0	9
CCOc1ccc(Nc2nc(Cc3nnc(SCC(=O)NCc4ccco4)n3CC)cs2)cc1	-14	83	1	30*	-13	80	-51	-1.3	-12

Looked up one by one from above:
SMILES	MEKK2mut PB1 HTS	MEKK2 WT-MEK5	GPR7 antagonist	PfM18AAP inh	NALP1 yeast inh	MEKK3 PB1 HTS	FID counter	OXTR agonist	PHOSPHO1 block
COc1ccccc1C(=O)N=Nc1c(O)[nH]c2ccc([N+](=O)[O-])cc12	-3	95	11	6	-1	94	10	x	4
Cc1ccc(C(=O)N2CCN(c3ccc(Cl)cc3)CC2)cc1	3	106	3	-1	0	100	-31	-1.7	16
O=c1c2ccccc2c(C=NCCCN2CCOCC2)c(O)n1Cc1ccccc1	4	111	-5	-2	24	104	2	2.0	26
